Source: PubChem (National Center for Advancing Translational Sciences (NCATS))
TRPV1 ag: human TRPV1 agonism; Q8NER1; TRPV1-expressing cells, Fluo-8 calcium influx, agonist mode; activation, % at 8.33 µM; actives 0.19% (n = 320,000); AID 540275; in the data active means activation above about 80%; inconclusive means between about 30% and that limit; further: 0% is about no effect
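Cells expressing TRPV1 were dye-loaded with Fluo-8 and read kinetically: 10 s baseline, 3 min after compound (agonist portion), then 2 min after EC20 capsaicin (allosteric enhancer portion). Calcium-bound dye fluorescence at 480/520 nm.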
RORg inh: ROR gamma (mouse) transcription inhibition. P51450. Drosophila S2 Gal4-RORgamma UAS-luciferase reporter, 20 h. Potency, µM (series often up to 53.6 µM), for the others: at the top dose activity change, negative = inhibition, actives largely listed as inhibitors. actives 5.4% (n = 310,000); further: potency means the concentration at half of the fitted maximal effect; on the % scale 0 is the no-effect control and ±100 the full control effect; nearly all actives have a fitted effect of over 60% in size
Target sequence (P51450 whole entry, looked up, the tested form may be a part): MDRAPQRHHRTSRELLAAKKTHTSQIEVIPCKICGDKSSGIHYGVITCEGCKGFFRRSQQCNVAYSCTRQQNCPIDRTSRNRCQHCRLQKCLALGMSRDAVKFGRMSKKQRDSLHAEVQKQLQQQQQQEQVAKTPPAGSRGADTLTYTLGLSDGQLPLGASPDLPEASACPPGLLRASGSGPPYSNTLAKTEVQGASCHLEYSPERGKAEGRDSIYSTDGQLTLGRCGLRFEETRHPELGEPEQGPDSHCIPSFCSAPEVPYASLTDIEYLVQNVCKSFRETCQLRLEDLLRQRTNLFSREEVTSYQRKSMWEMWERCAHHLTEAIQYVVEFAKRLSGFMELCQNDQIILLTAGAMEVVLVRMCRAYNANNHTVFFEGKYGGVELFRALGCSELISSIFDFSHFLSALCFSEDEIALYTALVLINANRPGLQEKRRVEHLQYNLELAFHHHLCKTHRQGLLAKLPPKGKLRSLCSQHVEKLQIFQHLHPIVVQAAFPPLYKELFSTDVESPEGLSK
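Stably transfected Drosophila Schneider cells are the test system, with ROR gamma fused to Gal4 and luciferase under UAS control; luminescence is read after 20 hr of 700 uM copper sulfate induction at ambient temperature.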
Rab9 promoter act: Rab9 promoter activation. Potency, µM (highest dose often 9.22 µM), for the others: top-dose activation, negative = inhibition, most hits filed as activators. Huh7 Rab9 promoter-luciferase reporter, luminescence, 24 h. actives 2.8% (n = 320,000); further: potency means the concentration at half of the fitted maximal effect; % of control where 0% means no effect; nearly all actives have a fitted effect of over 60% in size
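Rab9 promoter-driven luciferase in stably transfected Huh7 cells; 1500 cells/well rested 2 h, exposed to compound in DMSO for 24 h at 37 °C, 5% CO2. Luminescence read 10 min after adding luciferase reagent at ambient temperature.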
NPC1 prom act: NPC1 promoter activation; Huh7 NPC1 promoter luciferase reporter, 24 h; Potency, µM (doses to about 9.22 µM), without a hit: at the top dose activation, actives largely listed as activators; actives 2.4% (n = 320,000); AID 485313;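 further: potency means the concentration at half of the fitted maximal effect; % of control where 0% means no effect; nearly all actives have a fitted effect of over 60% in size; reporter is driven by a mutant NPC1 promoter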
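Huh7 reporter cells (NPC1 promoter driving luciferase) are dosed with compound for 24 h at 37 °C, 5% CO2; luciferase detection reagent is then added and luminescence measured after 10 min at ambient temperature.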
VP16 counter: inhibits Gal4-VP16 luciferase reporter, ROR gamma counter-screen. Drosophila S2 Gal4-VP16 UAS-luciferase, luminescence, 20 h. actives 3.5% (n = 310,000). Potency, µM (titrated, usually from 53.6 µM), for inactives: at the highest dose activity, negative = inhibition, actives largely listed as inhibitors;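 further: Gal4-VP16 expression switched on by copper sulfate through the metallothionein promoter; potency means the concentration at half of the fitted maximal effect; on the % scale 0 is the no-effect control and ±100 the full control effect; nearly all actives have a fitted effect of over 50% in size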
p53 reactivation: re-activators of mutant p53. H1299 p53-A138V BP100-luciferase reporter, luminescence, 24 h. Potency, µM (doses to about 92.2 µM), for inactives: at the top dose activity change, positive = activation, most hits filed as activators. actives 0.063% (n = 320,000); further: potency means the concentration at half of the fitted maximal effect; % of control where 0% means no effect; nearly all actives have a fitted effect of over 45% in size
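H1299 (p53-null), stable ts p53-A138V + BP100-Luc; 1000 cells/well, Opti-MEM/10% FBS; cpd 4 pt, 1:5; 24 h, 37 deg C, 5% CO2; detection reagent 10 min RT; luminescence.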
Tb PFK block: blocks T. brucei phosphofructokinase; actives 0.17% (n = 330,000); AID 485367; T. brucei PFK, ADP-Glo luminescence; Potency, µM (top dose mostly 57.5 µM), without a hit: top-dose activity, negative = inhibition, hits mostly inhibitors; O15648;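 further: potency means the concentration at half of the fitted maximal effect; 0% = uninhibited 1x PFK enzyme wells and -100% = no-enzyme wells; nearly all actives have a fitted effect of over 60% in size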
Target sequence (O15648 whole entry, looked up): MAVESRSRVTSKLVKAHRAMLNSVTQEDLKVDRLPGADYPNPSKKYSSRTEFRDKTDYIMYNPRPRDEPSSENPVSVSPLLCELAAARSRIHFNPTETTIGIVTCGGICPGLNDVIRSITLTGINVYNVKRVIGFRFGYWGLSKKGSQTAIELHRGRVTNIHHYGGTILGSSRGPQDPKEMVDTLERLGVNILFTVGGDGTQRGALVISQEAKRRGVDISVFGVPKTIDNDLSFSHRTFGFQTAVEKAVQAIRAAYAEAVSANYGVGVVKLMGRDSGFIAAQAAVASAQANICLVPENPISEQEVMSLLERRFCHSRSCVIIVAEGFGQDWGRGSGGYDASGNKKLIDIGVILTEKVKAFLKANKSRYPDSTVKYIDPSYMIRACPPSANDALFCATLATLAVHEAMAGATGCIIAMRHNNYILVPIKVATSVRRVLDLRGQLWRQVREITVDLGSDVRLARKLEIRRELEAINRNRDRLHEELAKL
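Luminescent ADP detection (ADP-Glo, two-step: ATP depletion then ADP-to-ATP conversion for luciferase) reported PFK activity after 45 min room-temperature reaction of 1.25 nM enzyme with 0.5 mM F6P and 0.1 mM ATP at pH 8.0.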
FLuc modulator: inhibits or activates purified firefly luciferase, miR-21 counter-screen; Potency, µM (top dose mostly 57.5 µM), without a hit: top-dose activity change, negative = inhibition, most hits filed as inhibitors; P08659; purified FLuc, Km substrates, luminescence inhibition; AID 588342; actives 6.9% (n = 360,000);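 further: potency means the concentration at half of the fitted maximal effect; plate controls were vehicle for no effect and reference inhibitor for full effect; nearly all actives have a fitted effect of over 55% in size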
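Purified P. pyralis luciferase, 10 nM final, with Km-level 10 uM D-luciferin and 10 uM ATP in 50 mM Tris acetate pH 7.5, 10 mM Mg acetate, 0.01% Tween-20, 0.05% BSA; 6-point qHTS titration about 60 µM downward; luminescence read.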
BRCA1 expr up: BRCA1 expression activation; actives 1.1% (n = 380,000); MCF7-BRCA1-FFLuc reporter, luminescence, 48 h; response scale: scaled: vehicle 0%, 10 µM genistein 100%; Potency, µM (series often up to 46.1 µM), for inactives: at the top dose activation, usual class: activators; further: potency means the concentration at half of the fitted maximal effect; nearly all actives have a fitted effect of over 80% in size; some results filed as inactive show a strong effect at the top dose
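48 h compound treatment of MCF7-BRCA1-FFLuc cells (phenol-red free MEM, 37 °C), then 15 min with luciferase substrate and luminescence imaging.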
ELG1 repair inh: blocks ELG1-dependent DNA repair in HEK293T cells | HEK293T ELG1-luciferase reporter, luminescence, 16 h; DNA damage induced by 5-fluorouridine | Potency, µM (doses to about 46.1 µM), for inactives: top-dose activity change, negative = inhibition, actives largely listed as inhibitors | actives 2.3% (n = 330,000); further: potency means the concentration at half of the fitted maximal effect; on the % scale 0 is the no-effect control and ±100 the full control effect; nearly all actives have a fitted effect of over 55% in size
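In this reporter screen, reduction of luminescence relative to DMSO vehicle indicated activity. Compounds and 5-fluorouridine were added together to 2,000 cells per well, incubated for 16 hr at 37 °C, then developed with ONE-Glo.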
ELG1 genotoxic: induces genotoxicity in HEK293T cells with luciferase-tagged ELG1; HEK293T ELG1-luciferase reporter, luminescence, 16 h; Potency, µM (highest dose often 46 µM), without a hit: at the highest dose activity change, positive = activation, actives largely listed as activators; actives 1.3% (n = 330,000); AID 504466; further: potency means the concentration at half of the fitted maximal effect; % of control where 0% means no effect; nearly all actives have a fitted effect of over 60% in size
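Cells (2,000/well) expressing the ELG1-luciferase fusion are dosed by pin tool and kept 16 hr at 37 °C, 5% CO2. Signal comes from ONE-Glo luciferase reagent after 30 min at room temperature.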
* hit, by the source's call; ? = inconclusive; . = no result given; [ ] = dose if it differs, or a comment. Unless noted, the call rests on the fitted dose curve; in most records, active means well fitted curve in the direction sought with a large enough effect; inconclusive means small, poorly fitted or top-dose-only effect, or another doubt; inactive means no such curve, though single readings can be large; an effect the other way counts as inactive or inconclusive.

#1 COc1ccc(OCC(=O)Nc2ccc3c(c2)nc(CN2CCCC2)n3C)cc1
#2 CCc1ccc(OCC(=O)N/N=C(\C)c2ccc3c(c2)OCCO3)cc1
#3 COc1cccc(C2NC(CCSC)(C(=O)O)C3C(=O)N(C(C)C)C(=O)C23)c1O (configuration not stated)
#4 COc1ccc(C(=O)Nc2nnc(S(=O)(=O)N(C)Cc3ccccc3)s2)cc1
#5 CCn1c(N2CCN(CC(=O)c3ccc(OC)cc3)CC2)nc2ccccc21
#6 COC(=O)c1ccc(CN2CCN(CCc3ccccc3)C(CCO)C2)cc1 (configuration not stated)

entry no. | 1 | 2 | 3 | 4 | 5 | 6
TRPV1 ag | 1 | 12 | -2 | -3 | -2 | 0
RORg inh | -24% | 33% | -12% | 5% | -16% | -3%
Rab9 promoter act | 2% | -4% | 4% | -1% | 5% | -12%
NPC1 prom act | 2% | 1% | 1% | 0% | -4% | -4%
VP16 counter | -7% | 2% | 1% | 5% | 1% | 16%
p53 reactivation | -1% | -5% | 0% | 19% | -12% | -3%
Tb PFK block | -4% | -7% | 0% | 0% | -3% | 0%
FLuc modulator | 2% | ? | 1% | 1% | -2% | 5%
BRCA1 expr up | 2% | 63% | 4% | 7% | 19% | -21%
ELG1 repair inh | -2% | -2% | -3% | 10% | -7% | 0%
ELG1 genotoxic | 0% | -5% | 3% | -5% | 0% | -3%

#7 NC(=O)C1CCN(Cc2nc3cc(C(F)(F)F)ccc3c(=O)[nH]2)CC1
#8 O=C(COc1coc(CN2CCc3ccccc3C2)cc1=O)Nc1ccc(F)cc1
#9 CCCOc1ccc(C(=O)N2CCCC2)cc1OC
#10 O=S(=O)(Nc1cccnc1Cl)c1ccc(-c2ccccc2)cc1
#11 CN(C)S(=O)(=O)c1cccc(NC(=O)COC(=O)c2cccn2C)c1
#12 COC(=O)c1ccc(CSc2nc3c(c(=O)n2-c2ccc(Br)cc2)SCC3)o1

entry no. | 7 | 8 | 9 | 10 | 11 | 12
TRPV1 ag | 7 | 1 | -1 | -1 | 2 | 0
RORg inh | 12% | . | 5% | ? | 46% | -2%
Rab9 promoter act | -8% | -3% | 2% | -1% | 1% | -1%
NPC1 prom act | -2% | -2% | 1% | 2% | -1% | 0%
VP16 counter | -7% | . | 0% | 4% | 0% | 15%
p53 reactivation | -1% | 1% | -8% | 2% | -9% | -4%
Tb PFK block | 2% | -18% | 13% | -3% | 4% | 5%
FLuc modulator | -3% | 4% | 5% | 2% | -1% | 4%
BRCA1 expr up | -7% | -19% | -1% | -20% | 18% | -8%
ELG1 repair inh | 0% | -13% | 12% | -29% | -9% | ?
ELG1 genotoxic | 1% | 2% | 1% | -7% | -7% | 2%

#13 CCn1ncc(Br)c1C(=O)Nc1sc2c(c1C(N)=O)CCC2
#14 O=C(NCc1ccco1)C1CCCCN1S(=O)(=O)c1ccc(F)cc1 (configuration not stated)
#15 COc1ccc2[nH]c3c(c2c1)CCN1C(=O)C(CC(=O)NCCc2ccccn2)C[C@H](C(=O)N2CCOCC2)[C@@]31CCC1CCCC1 (some centres not stated)
#16 COc1cc(OC)c(-c2noc(C(=O)OC(C)(C)C)c2C(=O)OC(C)(C)C)c(OC)c1
#17 Cc1ccnc(NC(=O)c2ccc(Cl)c(NC(=O)C(C)Oc3ccccc3)c2)c1 (configuration not stated)
#18 Cc1ccc2nc(C)cc(OCC(=O)O)c2c1

entry no. | 13 | 14 | 15 | 16 | 17 | 18
TRPV1 ag | 0 | -1 | . | ? | ? | -5
RORg inh | -40% | -2% | . | -3% | ? | 11%
Rab9 promoter act | 10% | -4% | . | 1% | -3% | 13%
NPC1 prom act | 0% | -2% | . | 1% | -1% | 1%
VP16 counter | -3% | 13% | . | -18% | -20% | 1%
p53 reactivation | 6% | -13% | 1% | -3% | 3% | -1%
Tb PFK block | -3% | -3% | -2% | -3% | 0% | 3%
FLuc modulator | -4% | 0% | . | 0% | ? | -3%
BRCA1 expr up | 8% | -1% | -15% | 1% | 3% | 3%
ELG1 repair inh | 1% | -3% | -1% | 8% | ? | 7%
ELG1 genotoxic | 1% | -1% | 6% | -2% | -8% | -1%

#19 COc1ccc(C(CNC(=O)c2cc(S(=O)(=O)N3CCN(c4ccccc4)CC3)ccc2Cl)N(C)C)cc1 (configuration not stated)
#20 O=C1N/C(=N\N=C\c2ccc3ncccc3c2)SC1Cc1ccc(SC(F)F)cc1 (configuration not stated)
#21 Cc1cc(C)n(CCC(=O)N=Nc2c(O)[nH]c3ccc(Br)cc23)n1
#22 CN1CCc2c(sc3nc(SCC(=O)N4CCOCC4)nc(N)c23)C1
#23 Cc1cc(SCC(=O)c2ccccc2)n2nc(C)nc2n1
#24 Cc1nc2cc(NC(=O)c3ccc([N+](=O)[O-])s3)ccc2s1

entry no. | 19 | 20 | 21 | 22 | 23 | 24
TRPV1 ag | . | 0 | 1 | 1 | 2 | 8
RORg inh | . | 4% | -13% | -1% | 14µM* | -37%
Rab9 promoter act | . | ? | -1% | 0% | 11% | ?
NPC1 prom act | . | ? | 0% | 2% | -1% | 19%
VP16 counter | . | ? | 2% | 2% | 7.1µM* | -14%
p53 reactivation | 10% | 6% | -2% | -8% | ? | -36%[inhibitor]
Tb PFK block | -2% | 2% | 0% | -4% | 2% | 1%
FLuc modulator | . | 0.54µM* | -2% | -10% | 2% | 3.8µM*
BRCA1 expr up | -18% | 34% | 0% | 20% | 0% | -81%
ELG1 repair inh | ? | ? | ? | ? | ? | ?
ELG1 genotoxic | -2% | ? | -10% | 6% | ? | ?

3 structures from above, ordered by formula weight, lowest first.
#23 Cc1cc(SCC(=O)c2ccccc2)n2nc(C)nc2n1
#24 Cc1nc2cc(NC(=O)c3ccc([N+](=O)[O-])s3)ccc2s1
#20 O=C1N/C(=N\N=C\c2ccc3ncccc3c2)SC1Cc1ccc(SC(F)F)cc1 (configuration not stated)

entry no. | 23 | 24 | 20
TRPV1 ag | 2 | 8 | 0
RORg inh | 14µM* | -37% | 4%
Rab9 promoter act | 11% | ? | ?
NPC1 prom act | -1% | 19% | ?
VP16 counter | 7.1µM* | -14% | ?
p53 reactivation | ? | -36%[inhibitor] | 6%
Tb PFK block | 2% | 1% | 2%
FLuc modulator | 2% | 3.8µM* | 0.54µM*
BRCA1 expr up | 0% | -81% | 34%
ELG1 repair inh | ? | ? | ?
ELG1 genotoxic | ? | ? | ?

Later entries.
#25 O=S(=O)(NCC1CCCO1)c1ccc(Br)s1 (configuration not stated)
#26 CC1CCN(S(=O)(=O)c2cccc(C(=O)NCc3ccco3)c2)CC1
#27 COc1ccc(C2=CC(=O)CC(c3ccccc3)C2)cc1 (configuration not stated)
#28 CC(C)CC(NC(=O)c1ccc(C#CC(C)(C)O)s1)C(=O)O (configuration not stated)
#29 CC(NS(=O)(=O)/C=C/c1ccccc1)C(=O)O (configuration not stated)
#30 COCC(=O)N1CCC(Oc2ccc(C(=O)N3C[C@H]4CC[C@H]3C4)cc2)CC1

entry no. | 25 | 26 | 27 | 28 | 29 | 30
TRPV1 ag | 0 | 3 | ? | 1 | 1 | 2
RORg inh | -1% | -20% | 40% | -4% | 4% | -12%
Rab9 promoter act | -5% | 1% | -6% | 1% | -2% | -3%
NPC1 prom act | -1% | 0% | -3% | 1% | 1% | 0%
VP16 counter | ? | -1% | 18%[10 µM] | 2% | 1% | -11%
p53 reactivation | 9% | 2% | -1% | -2% | -6% | -7%
Tb PFK block | -4% | -5% | 0% | -4% | -1% | -2%
FLuc modulator | 6% | 9% | -1% | 4% | 5% | 6%
BRCA1 expr up | -5% | -7% | 0% | -1% | -4% | -17%
ELG1 repair inh | -1% | -4% | -17% | 5% | -12% | -4%
ELG1 genotoxic | 5% | 0% | -2% | 2% | 2% | 0%

#31 NS(=O)(=O)c1ccc(CCNC(=O)CN2CCN(c3ccc(F)cc3)CC2)cc1
#32 O=C(Cc1ccccc1)Nc1cc(Cl)ccc1Sc1ccccc1
#33 COc1ccccc1-n1c(-c2cn(C)nc2C)n[nH]c1=S
#34 COCCN(C(=O)COC(=O)c1oc2ccc(OC)cc2c1C)c1c(N)n(Cc2ccccc2)c(=O)[nH]c1=O

entry no. | 31 | 32 | 33 | 34
TRPV1 ag | 1 | 12 | 2 | 2
RORg inh | 44% | ? | -49% | -8%
Rab9 promoter act | -13% | 1% | 0% | -5%
NPC1 prom act | -13% | 4% | -3% | -2%
VP16 counter | 3% | ? | -5% | 2%
p53 reactivation | -1% | 2% | -4% | -1%
Tb PFK block | -2% | -4% | 1% | -14%
FLuc modulator | -1% | -1% | ? | -19%
BRCA1 expr up | -34% | -13% | 4% | 16%
ELG1 repair inh | -5% | 2% | 16% | -1%
ELG1 genotoxic | 2% | -2% | 3% | 2%
